Assay outcomes deposited in PubChem by National Center for Advancing Translational Sciences (NCATS).
HepG2 viability – counter-screen for TGF-b inhibitors: cytotoxicity in HepG2 cells | HepG2 CAGA-GFP viability, ATP luminescence, 18 h | hit rate 0.76% among 410,000 | Potency, µM (doses to about 46.1 µM), for inactives: at the top dose activity change, negative = cytotoxicity, hits mostly cytotoxic; further: potency means the concentration at half of the fitted maximal effect; some results filed as inactive show a strong effect at the top dose
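CellTiter-Glo luminescence gave cytotoxicity after 18 hours at 37 degrees C. The cells were HepG2 CAGA-GFP in 1% FBS DMEM, stimulated with 500 pg/mL TGF-beta after compound addition. %Activity was normalised to no-cell wells (complete cell-killing) and DMSO (no toxicity), and curves were fitted and classified.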
ATXN2 expr inh – inhibitors of ATXN2 expression; HEK-293 ATXN2-luciferase reporter, luminescence, 24 h; Potency, µM (titrated, usually from 57 µM), without a hit: at the top dose activity change, negative = inhibition, most hits filed as inhibitors; hit rate 0.72% among 360,000; further: potency means the concentration at half of the fitted maximal effect; on the % scale 0 is the no-effect control and ±100 the full control effect; nearly all actives have a fitted effect of over 55% in size
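qHTS (up to 57 uM final) was run with 24 h compound exposure of reporter cells at 37 °C. Each well was multiplexed: SteadyGlo luminescence measured ATXN2-luciferase expression after a fluorogenic Gly-Phe-AFC viability readout (25 uM final).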
SW480 rereplic – inducers of DNA re-replication in SW480 colon cancer cells; SW480 DNA re-replication, Hoechst DNA content imaging, 48 h; Potency, µM (titrated, usually from 46.1 µM), for the others: at the highest dose re-replication activation, hits mostly activators; hit rate 1.8% among 340,000; further: potency means the concentration at half of the fitted maximal effect; % of control where 0% means no effect; nearly all actives have a fitted effect of over 55% in size
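SW480 cells exposed to compounds for 48 hr at 37 C, 5% CO2, then Hoechst-stained 40 min. Nuclear DNA content imaged by fluorescence scanning (405 nm excitation, 500-530 nm emission); re-replication scored as increased high-intensity nuclei.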
IL1B secr inh – blocks inflammasome-driven IL-1 beta release. THP-1 LPS/ATP IL-1B secretion, AlphaLISA, 16 h; active compounds read low. activity change, % at 57.5 µM. hit rate 4.7% among 360,000. AID 743279; in the data active means activity change below about -50%; inconclusive means mostly about -30% to -49%; further: on the % scale 0 is the no-effect control and ±100 the full control effect
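Secreted IL-1B measured by AlphaLISA bead assay after 16 h compound exposure of THP-1 cells; compounds (final up to 57.5 uM) added 1 h before LPS (250 ng/mL) and ATP (1.25 mM) stimulation; lower signal means less secretion.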
MCF10A rereplic – induces DNA re-replication in MCF 10a normal breast cells; Potency, µM (titrated, usually from 46.1 µM), for inactives: at the highest dose activity, positive = re-replication, actives largely listed as activators; MCF 10A DNA re-replication, Hoechst nuclear intensity, 48 h; AID 624296; hit rate 2.9% among 350,000; further: potency means the concentration at half of the fitted maximal effect; % of control where 0% means no effect; nearly all actives have a fitted effect of over 50% in size
KB-3-1 tox – kills parental KB-3-1 adenocarcinoma cells; Potency, µM (doses to about 46.1 µM), for inactives: at the top dose activity change, negative = cytotoxic, usual class: cytotoxic; hit rate 1.4% among 400,000; AID 1347075; KB-3-1 viability, CellTiter-Glo ATP luminescence, 72 h; further: potency means the concentration at half of the fitted maximal effect; on the % scale 0 is the no-effect control and ±100 the full control effect; nearly all actives have a fitted effect of over 60% in size
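Viability of parental KB-3-1 cells, measured by CellTiter-Glo luminescence, followed a 72 h incubation at 37 °C with pinned compounds in phenol-red-free DMEM containing 10% FBS.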
S2 tox – reduces viability in counter-screen for ATXN expression inhibitors. S2 cells (HEK-293 line with an ATXN2-luciferase reporter) viability, CellTiter-Fluor protease fluorescence, 24 h. Potency, µM (highest dose often 56.7 µM), hits mostly cytotoxic. hit rate 0.49% among 400,000. AID 651635; further: potency means the concentration at half of the fitted maximal effect; nearly all actives have a fitted effect of over 40% in size
HT1080-NT tox – kills 2HG-producing HT-1080-NT fibrosarcoma cells; HT-1080-NT fibrosarcoma viability, CellTiter-Glo ATP luminescence, 48 h; Potency, µM (series often up to 46.1 µM), for the others: top-dose activity, negative = less viability, most hits filed as cytotoxic; hit rate 1.6% among 360,000; AID 686970;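 further: NT is the 2HG producing partner of a matched IDH1 knockdown line; potency means the concentration at half of the fitted maximal effect; 0% = DMSO-treated cells and -100% = media-only wells without cells; nearly all actives have a fitted effect of over 55% in size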
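HT-1080-NT fibrosarcoma cells (2HG-overproducing), 750 cells/well in RPMI with 5% FBS, dosed after 2 h and incubated 48 h at 37C. CellTiter-Glo luminescence normalized to DMSO and no-cell wells; concentration-response curves fitted and classed.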
HT1080 IDH1KD tx – kills HT-1080 cells with IDH1 knockdown; HT-1080 IDH1 knockdown viability, ATP luminescence, 48 h; Potency, µM (series often up to 46.1 µM), without a hit: top-dose activity, negative = toxicity, actives largely listed as cytotoxic; hit rate 2% among 360,000; AID 686971;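 further: potency means the concentration at half of the fitted maximal effect; 0% = DMSO wells and -100% = cell-free medium wells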
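CellTiter-Glo luminescence after 48 h compound exposure at 37 degrees C of IDH1-knockdown HT-1080 cells in 5% FBS RPMI. %Activity scaled between DMSO wells and cell-free media wells, with curves fitted and assigned curve classes.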
* marks the source's active call; other numbers are inactive results; i = inactive; ? = inconclusive; · = no result given; [ ] = dose if it differs, or a comment. Unless noted, the call rests on the fitted dose curve; in most records, active means well fitted curve in the direction sought with a large enough effect; inconclusive means small, poorly fitted or top-dose-only effect, or another doubt; inactive means no such curve, though single readings can be large; an effect the other way counts as inactive or inconclusive.

SMILES | HepG2 viability | ATXN2 expr inh | SW480 rereplic | IL1B secr inh | MCF10A rereplic | KB-3-1 tox | S2 tox | HT1080-NT tox | HT1080 IDH1KD tx
O=P(c1ccccc1)(c1ccccc1)C(c1ccco1)N1CCOCC1 (stereo not given) | -16% | -7% | 0% | -3 | -1% | 0% | i | -5% | -9%
CNS(=O)(=O)c1ccc(CNC[C@H]2O[C@@H](n3cc(C)c(=O)[nH]c3=O)C[C@@H]2O)cc1 | -45% | 6% | · | 15 | · | 29% | i | -3% | 13%
O=C1c2c(O)cc(O)cc2O[C@H](c2ccc(O)c(O)c2)[C@H]1O | -22% | 0% | ? | 9 | 1% | 0% | i | 25% | 14%
COCCOC(=O)C1=C(C)N=C2SCCC(=O)N2C1c1cccs1 (stereo not given) | 2% | 6% | -2% | 47 | -8% | -4% | i | 14% | 5%
CC(c1nnc(SCC(=O)c2c(N)n(C)c(=O)n(C)c2=O)n1-c1ccc(Cl)cc1)N(C)C (stereo not given) | 5% | -7% | -3% | 34 | 15% | -8% | i | 8% | 2%[9.24 µM]
CC(=O)Nc1ccc(NC(=O)c2csc([C@@H]3O[C@H](CO)[C@H](O)[C@H](O)[C@H]3O)n2)cc1 | -3% | 6% | · | 11 | · | 12% | i | 15% | 20%
O=C(Nc1nc2ccccc2s1)c1cccc(N2C(=O)CCC2=O)c1 | -4% | 15% | 0% | 14 | 2% | 8% | i | 21% | 15%
O=C(Cc1cccs1)NCCS(=O)(=O)N1CCN(c2ccccc2F)CC1 | -11% | -6% | 23µM* | 7 | 16µM* | 12µM* | i | ? | ?
CCc1ccc2c(c1)c(=O)c(S(=O)(=O)c1ccc(F)cc1)cn2CC(=O)Nc1ccc(C)cc1C | -22% | 9% | · | · | · | 0% | i | · | ·
CC(=O)c1ccc(NC(=O)CSC(=S)N2CCCC2)cc1 | 9% | 41%[activator] | -4% | -1 | 4% | 7% | i | 6% | 3%
NC(=O)C1CCN(C(=O)CC2(CC(=O)O)CCCCC2)CC1 | -5% | -34% | ? | -9 | ? | 1% | i | -3% | -6%
O=C(NCc1ccccc1)c1cc(-c2cccs2)on1 | 0% | 27% | 1% | 0 | 4% | -9% | i | 1%[9.24 µM] | 1%
COc1ccc(C(=O)Nc2cc(Cl)ccc2N2CCOCC2)cc1S(=O)(=O)N1CCOCC1 | -1% | -11% | -2% | -20 | 2% | ? | i | -16% | -1%
COC(=O)C(NC(=O)c1ccccc1)C(C)(C)SCc1ccccc1 (stereo not given) | 29% | · | · | 8 | · | 0% | i | -1% | 1%
Nc1nc2ccccc2cc1C(=O)NCc1cccs1 | · | · | · | 48 | · | -29% | · | -11% | -26%
COc1ccc(NC(=O)C2Cc3ccccc3CN2S(=O)(=O)c2ccccc2)cc1OC (stereo not given) | 4% | 5% | · | · | · | -3% | i | · | ·
Cc1ccc(C(=O)CSc2nnc(-c3ccccc3N)n2C)cc1 | -12% | 18% | -8% | -2 | 0% | 12% | i | -11% | -17%
COCc1cc(N2CCOCC2)nc(SCc2ccc(Cl)cc2)n1 | 0% | -5% | -7% | 0 | 3% | 12% | i | -7% | -2%
Cc1cc(=O)oc(C)c1C(=O)Nc1cccc2nonc12 | 5% | 4% | 2%[9.22 µM] | 0 | -5% | -18% | i | 0% | 10%
CCCCN1C(=N)N([C@@H](CCC)CN2CCC[C@H]2CN2C(N)=NC[C@H]2CC(C)C)C[C@H]1Cc1ccccc1 | -3% | 4% | -79%[inhibitor] | -28 | 6% | 0% | i | 2% | -4%
Cc1noc(C)c1S(=O)(=O)N1CCCCC1 | -11% | 1% | ? | -13 | -6% | -1% | i | 4% | -5%
Cc1nn(Cc2ccccc2)c(C)c1NC(=O)CSc1nc(C2CC2)nc2c1cnn2-c1ccccc1 | 9% | -17% | 14% | 4 | ? | ? | i | 1% | 7%
Cc1cccn2c(=O)c(/C=C(\C#N)c3nc4ccccc4n3C)c(Oc3ccc(Cl)cc3)nc12 | 7% | 0% | · | · | · | ? | i | · | ·
COc1cc(Nc2ccccc2Cl)c([N+](=O)[O-])nc1[N+](=O)[O-] | -39% | 2% | 4.6µM* | 54 | ? | -4% | i | ? | ?
COc1ccccc1C1/C(=C(/O)c2ccccc2)C(=O)C(=O)N1CC(C)O (stereo not given) | -21% | 5% | -3%[9.22 µM] | 21 | 14% | -1% | i | 11% | 16%

Structures shown so far that contain a thiophene ring, fused or not, in the order listed:
SMILES | HepG2 viability | ATXN2 expr inh | SW480 rereplic | IL1B secr inh | MCF10A rereplic | KB-3-1 tox | S2 tox | HT1080-NT tox | HT1080 IDH1KD tx
COCCOC(=O)C1=C(C)N=C2SCCC(=O)N2C1c1cccs1 (stereo not given) | 2% | 6% | -2% | 47 | -8% | -4% | i | 14% | 5%
O=C(Cc1cccs1)NCCS(=O)(=O)N1CCN(c2ccccc2F)CC1 | -11% | -6% | 23µM* | 7 | 16µM* | 12µM* | i | ? | ?
O=C(NCc1ccccc1)c1cc(-c2cccs2)on1 | 0% | 27% | 1% | 0 | 4% | -9% | i | 1%[9.24 µM] | 1%
Nc1nc2ccccc2cc1C(=O)NCc1cccs1 | · | · | · | 48 | · | -29% | · | -11% | -26%

Later entries.
SMILES | HepG2 viability | ATXN2 expr inh | SW480 rereplic | IL1B secr inh | MCF10A rereplic | KB-3-1 tox | S2 tox | HT1080-NT tox | HT1080 IDH1KD tx
O=C(NCc1ccco1)C12CC3CC(CC(C3)C1)C2 | -1% | 12% | 1% | 35 | -10% | 0% | i | 13% | 8%
Cc1cccc(N(Cc2cc3ccc(C)cc3[nH]c2=O)S(=O)(=O)c2ccccc2)c1 | -2% | · | ? | -2 | ? | ? | ? | 9% | 10%
COC(=O)c1cc(OC)c(OC)cc1NC(=O)c1csc(C)c1 | -7% | -28% | 22% | -5 | 12% | 11% | i | 15% | 18%
CC1C(=O)N(Cc2cn(CCC3OCCCO3)nn2)CCS(=O)(=O)N1Cc1ccc(-c2ccc(Cl)c(Cl)c2)cc1 (stereo not given) | -38% | 25µM* | · | -20 | · | ? | 25µM* | ? | 21µM*
CC1(c2ccccc2)NC(=O)N(CC(=O)Nc2ccc(S(=O)(=O)Nc3ncccn3)cc2)C1=O (stereo not given) | 3% | -1% | -6% | 13 | ? | 6% | i | 8% | 3%
COc1ccccc1N(CC1CO1)S(=O)(=O)c1ccccc1 (stereo not given) | -19% | 3% | 4% | -7 | 1% | 2% | i | -12% | -16%
Cc1ccc2c(COC(=O)CNC(=O)c3ccco3)cc(=O)oc2c1C | -6% | 1% | -16% | -11 | 7% | · | i | 0% | -1%
O=C(Oc1ccccc1)c1ccc(COC(=O)c2cnccn2)cc1 | 2% | 1% | ? | 19 | -2% | 4% | i | 18% | 16%
CC1CC2=C(C(=O)O1)C(c1ccc(Cl)cc1)Nc1ccccc1N2 (stereo not given) | 1% | -18% | -12% | -7 | 2% | -2% | i | -3% | 1%
N#Cc1c2c(c(=S)n(-c3ccccc3)c1N)CCCC2 | 3% | -2% | -1% | 24 | 0% | -1% | i | -16% | 2%
CC(=O)Nc1cc(-c2cccc(NS(C)(=O)=O)c2)cn2c(-c3cccc(C(F)(F)F)c3)cnc12 | -10% | ? | · | 0 | · | 0% | · | ? | ?
CC(C)c1ccc(NC2CCCN(C(=O)c3ccc(Cn4cnnn4)cc3)C2)cc1 (stereo not given) | -25% | -21% | 9% | -11 | 9% | -10% | i | -14% | -13%
Cc1ccc(-c2ccc(/C=N/NC(=O)Cc3nnc(N)s3)o2)cc1Cl | 18% | -3% | 1% | 0 | -2% | -24% | i | 5% | 1%
COc1ccc(N2CCN(Cc3nc4cc(Cl)ccc4c(=O)[nH]3)CC2)cc1 | -4% | 0% | 0% | -14 | 0% | -3% | i | 22% | 28%
COc1ccc(N2CCN(C(CNC(=O)c3ccc(C)cc3)c3ccc4c(c3)OCO4)CC2)cc1 (stereo not given) | -18% | ? | · | · | · | ? | ? | · | ·
CCOc1ccc(Br)cc1CNCCN1CCOCC1 | -1% | 2% | ? | 0 | 7% | 6% | i | 7% | 9%
CCOC(=O)c1c(NC(C)=O)sc2c(O)cccc12 | 0% | · | -15% | 17 | 1% | 2% | · | 6% | 6%
O=C(Nn1cnc2ccccc2c1=O)c1c(F)cccc1F | 3% | · | -36%[inhibitor] | 13 | 3% | ? | i | -1% | -3%
CC(=O)Nc1nc(CC(C)C)cc(-c2ccco2)c1C#N | -2% | 6% | 0% | -12 | ? | 17% | i | 4% | -2%
O=C(N/N=C\c1ccc(O)c([N+](=O)[O-])c1)c1ccccc1-n1cccc1 | -29% | -2% | 3% | 0 | 1% | -30% | i | -3% | 1%
COCCn1c(C)cc(C(=O)CSc2nnc(-c3cccnc3)n2-c2ccccc2F)c1C | 0% | · | -20% | 6 | 0% | 19% | · | 5% | 7%
COc1ccccc1Cn1c(C)c(C(=O)NCc2ccco2)sc1=O | -6% | -7% | · | · | · | 9% | i | 0% | 4%

Single records, from the list above. Order of screens: HepG2 viability | ATXN2 expr inh | SW480 rereplic | IL1B secr inh | MCF10A rereplic | KB-3-1 tox | S2 tox | HT1080-NT tox | HT1080 IDH1KD tx
COc1ccc(N2CCN(Cc3nc4cc(Cl)ccc4c(=O)[nH]3)CC2)cc1 is listed as -4% | 0% | 0% | -14 | 0% | -3% | i | 22% | 28%
N#Cc1c2c(c(=S)n(-c3ccccc3)c1N)CCCC2 is listed as 3% | -2% | -1% | 24 | 0% | -1% | i | -16% | 2%
CC(=O)Nc1cc(-c2cccc(NS(C)(=O)=O)c2)cn2c(-c3cccc(C(F)(F)F)c3)cnc12 is listed as -10% | ? | · | 0 | · | 0% | · | ? | ?

Random draw from the library. Share with any hit: about 8.9%.
